HTT ATP protect = Huntington cell model cytoprotection by ATP luminescence. AID 1471. 230,000 tested, 0.14% active. PC12 HTT-Q103 induced, cytoprotection, ATP luminescence, 40 h. Potency, µM (doses to about 56.4 µM), for inactives: cytoprotection (ATP increase), usual class: activators;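 also: % of control where 0% means no effect; nearly all actives have a fitted effect of over 45% in size; toxic huntingtin expression switched on by the ecdysone agonist tebufenozide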
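PC12 cells with ecdysone-inducible HTT exon 1 Q103-GFP, induced with 100 nM tebufenozide and co-treated with library compounds in a dose series (1536-well, 1500 cells/well). Cytoprotection read as ATP content by ATPlite luminescence.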
RECQ1 helicase = blocks DNA unwinding by human RECQ1; RECQ1 DNA unwinding, red fluorescence kinetic read; 240,000 tested, 0.54% active; Potency, µM (doses to about 57.3 µM), for inactives: at the highest dose activity, negative = inhibition, actives largely listed as inhibitors; P46063;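 also: plate controls were vehicle for no effect and no enzyme for full effect; nearly all actives have a fitted effect of over 30% in size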
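RECQ1T1 50 nM; forked duplex (20 bp + 30-nt ss tails) 200 nM, ATP 2 mM final; pH 8.0, 2 mM MgCl2, 2.5 ug/ml poly(dI-dC); 15 min compound preincubation; discontinuous kinetic read over 2 h at RT.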
Tau fluor counter = counter-screen for tau fibril formation inhibitors; tau K18 P301L Alexa594 fluorescence, heparin fibrillization; Potency, µM (series often up to 57.7 µM), for inactives: at the highest dose activity change, negative = decrease; 280,000 tested, 0.93% active; AID 1463; also: % is scaled to controls: 0 for no effect and ±100 for the full control effect; nearly all actives have a fitted effect of over 55% in size
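Human K18 P301L tau (15 uM unlabeled plus 0.24 uM Alexa 594-labeled, final) in 100 mM sodium acetate pH 7 was mixed with compound and 20 uM heparin and incubated 6 hr at 37 C.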
L3MBTL1 block = inhibitors of human L3MBTL1; Q9Y468; AlphaScreen L3MBTL1–H3K9me1 peptide binding; Potency, µM (series often up to 57.1 µM), without a hit: at the highest dose activity, negative = inhibition, usual class: inhibitors; 230,000 tested, 0.66% active; AID 485360; also: % is scaled to controls: 0 for no effect and ±100 for the full control effect; nearly all actives have a fitted effect of over 60% in size
Target sequence (Q9Y468 whole entry, looked up): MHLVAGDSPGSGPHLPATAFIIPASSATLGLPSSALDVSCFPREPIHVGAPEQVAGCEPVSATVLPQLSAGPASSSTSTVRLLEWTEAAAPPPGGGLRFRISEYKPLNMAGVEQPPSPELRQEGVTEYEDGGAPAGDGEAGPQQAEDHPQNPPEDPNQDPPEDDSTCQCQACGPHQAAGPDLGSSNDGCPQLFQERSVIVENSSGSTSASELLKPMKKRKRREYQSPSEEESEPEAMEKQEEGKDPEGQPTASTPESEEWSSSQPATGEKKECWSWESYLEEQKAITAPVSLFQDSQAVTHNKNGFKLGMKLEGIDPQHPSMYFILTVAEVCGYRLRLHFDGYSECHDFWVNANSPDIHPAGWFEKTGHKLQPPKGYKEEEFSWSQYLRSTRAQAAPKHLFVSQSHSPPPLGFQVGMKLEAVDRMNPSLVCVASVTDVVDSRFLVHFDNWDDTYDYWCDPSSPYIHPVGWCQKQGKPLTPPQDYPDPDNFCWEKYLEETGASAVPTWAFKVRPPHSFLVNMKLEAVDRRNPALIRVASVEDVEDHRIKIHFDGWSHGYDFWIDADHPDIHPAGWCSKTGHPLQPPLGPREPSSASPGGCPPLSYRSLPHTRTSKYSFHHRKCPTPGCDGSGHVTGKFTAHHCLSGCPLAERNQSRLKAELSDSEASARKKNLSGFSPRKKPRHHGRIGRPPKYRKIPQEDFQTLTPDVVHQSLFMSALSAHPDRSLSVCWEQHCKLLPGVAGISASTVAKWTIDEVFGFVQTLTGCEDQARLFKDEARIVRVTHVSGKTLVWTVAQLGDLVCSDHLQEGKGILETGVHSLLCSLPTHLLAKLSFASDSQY
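L3MBTL1 50 nM + b-AHA-H3(1-15)K9me1 75 nM, 30 min RT; compound added, 30 min RT; streptavidin donor/Ni-chelate acceptor beads 10 ug/mL each final, 30 min RT dark; AlphaScreen read.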
Tau FP inhib = blocks human tau fibril formation measured by polarization. K18 P301L tau heparin fibrillization, Alexa594 FP, 6 h. 280,000 tested, 0.39% active. AID 1468. Potency, µM (highest dose often 57.7 µM), for inactives: at the highest dose activity, negative = inhibition, most hits filed as inhibitors; also: % is scaled to controls: 0 for no effect and ±100 for the full control effect; nearly all actives have a fitted effect of over 55% in size
Target sequence (P10636 561-689 P618L limits assumed): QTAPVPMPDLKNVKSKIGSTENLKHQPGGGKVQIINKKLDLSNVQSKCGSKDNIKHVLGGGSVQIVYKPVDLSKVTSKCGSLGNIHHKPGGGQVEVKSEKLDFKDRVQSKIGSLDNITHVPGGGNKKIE
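Human tau K18 […] P301L fragment, 15 uM unlabeled plus 0.24 uM Alexa 594-labeled tau (final), with compound and 20 uM heparin in 100 mM sodium acetate pH 7; 6 hr at 37 C, then Alexa 594 FP read.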
Tau fibril ThT = tau fibrillization inhibition (ThT binding). P10636. recombinant tau K18 P301L (four-repeat tau fragment), heparin-induced fibrillization, ThT fluorescence. Potency, µM (top dose mostly 57.4 µM), for the others: at the highest dose activity, negative = inhibition, usual class: inhibitors. 270,000 tested, 2.1% active. AID 1460; also: % is scaled to controls: 0 for no effect and ±100 for the full control effect; nearly all actives have a fitted effect of over 55% in size
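Heparin-induced fibrillization of the P301L-mutant K18 repeat-domain fragment of human tau was followed by ThT binding in quantitative high-throughput format.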
TRb-SRC2 inh = TRbeta-SRC2 interaction inhibition; Potency, µM (highest dose often 106 µM), inactives show top-dose activity change, negative = inhibition, usual class: inhibitors; P10828; TRbeta-SRC2 peptide binding, fluorescence polarization; receptor liganded with 1 µM T3; 280,000 tested, 0.065% active; AID 1469;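 also: plate controls were bound peptide for no effect and peptide without receptor for full effect; nearly all actives have a fitted effect of over 50% in size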
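Quantitative HTS by FP: 0.6 uM TRb LBD, 20 nM labeled SRC2 20-mer, 1 uM T3, 5% DMSO; 5 hr ambient incubation; % activity per concentration and potencies from concentration series.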
TR SRC2 fluor cs = Texas Red fluorescence interference in TRb-SRC2 counter-screen; TRb/SRC2 Texas Red total fluorescence interference; Potency, µM (series often up to 106 µM), without a hit: at the highest dose fluorescence change, negative = quenching; 280,000 tested, 0.29% active; AID 1479; active = well fitted curve in either direction with a large enough effect; inconclusive = small, poorly fitted or top-dose-only effect; also: % is scaled to controls: 0 for no effect and ±100 for the full control effect
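Human TRb ligand-binding domain at 0.6 uM with 20 nM Texas Red SRC2 peptide in Tris buffer containing 1 uM T3 and 5% DMSO, incubated with compound 5 h at ambient temperature. Total fluorescence (555/632 nm) calculated as parallel + 2 × perpendicular.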
Numbers without * were called inactive; i = inactive; ? = inconclusive; / = no result given; [ ] = another dose, or the depositor's remark. Unless noted, calls follow the shape of the dose curve; as a rule, active = well fitted curve in the direction sought with a large enough effect; inconclusive = small, poorly fitted or top-dose-only effect, or another doubt; inactive = no such curve, though single readings can be large; an effect the other way counts as inactive or inconclusive. Potency is read from the fitted curve at half-maximal effect.

Under each structure: HTT ATP protect | RECQ1 helicase | Tau fluor counter | L3MBTL1 block | Tau FP inhib | Tau fibril ThT | TRb-SRC2 inh | TR SRC2 fluor cs
O=C(N/N=C/c1ccc[nH]1)c1ccc([N+](=O)[O-])cc1
  2%[10 µM] | -9% | -12% | 10% | 3% | ? | 9% | -2%
CCOC(=O)c1c(C)[nH]c(C=C2C(=O)CCCC2=O)c1O
  28%[10 µM] | 0% | -8% | -9% | -8% | ? | -1% | 1%
CCNc1ccc(S(N)(=O)=O)cc1[N+](=O)[O-]
  19%[10 µM] | -1% | 0% | 11% | 3% | -9% | -7% | 0%
c1ccc(-c2noc(C34CC5CC(CC(C5)C3)C4)n2)cc1
  -26% | -6% | -9% | / | 3% | -11% | -4% | -1%
Cc1cccc(C)c1Nc1nnc(SCC(=O)Nc2ncc(C(F)(F)F)cc2Cl)s1
  / | i | -7% | -10% | 0% | -16% | 1% | 3%
O=C1CN(C(=O)OCc2ccccc2)c2ccccc2N1
  -19% | i | -8% | 2% | 2% | -7% | 9% | -6%
CC(NS(=O)(=O)c1ccc(OCC(=O)N2CCOCC2)c(Cl)c1)c1ccccc1 (centres undefined)
  5% | 2% | -9% | -6% | -9% | -7% | -6% | -1%
CCN(CC)S(=O)(=O)c1ccc(NC(=O)COC(=O)c2ccc(-n3nc(C)cc3C)cc2)cc1
  -15% | -5% | ? | / | ? | 4% | 8% | -2%
COC(=O)c1c(NC(=O)c2ccco2)sc2c1C(C(=O)OC)CC2 (centres undefined)
  5% | i | -7% | 12% | -7% | -3% | -4% | -2%
c1ccc(-n2nnnc2SCc2cn3cccnc3n2)cc1
  23%[10 µM] | -16% | -4% | 4% | -12% | -5% | 4% | -4%
Cc1ccc(NC(=S)NCCN2CCOCC2)cc1F
  -27% | 20% | -7% | -1% | 4% | -3% | 2% | 3%
COc1ccc(Br)cc1/C=N/Nc1ccc(Cl)c(C(=O)O)c1
  -37%[inhibitor] | -3% | -19% | -21% | 11% | ? | -7% | -5%
CCN(CC)CCn1c(=N)n(CCOc2ccccc2)c2ccccc21
  -62%[inhibitor] | -13% | -3% | / | 6% | -4% | -10% | -5%
COc1ccc(-c2csc(Nc3ccc(S(=O)(=O)Nc4cc(OC)nc(OC)n4)cc3)n2)cc1
  8%[10 µM] | -9% | 11µM*[quencher] | -11% | 3% | 16µM* | -2% | -4%
CCOc1ncccc1C(=O)NCc1ccccc1
  -10%[10 µM] | -1% | -4% | 2% | 2% | -7% | 8% | 3%
O=C(CSc1n[nH]c(-c2ccccc2Cl)n1)NCCc1ccccc1
  / | / | -2% | / | 6% | 0% | -2% | -2%
CCOc1ccc(S(=O)(=O)NCCC2=CCCCC2)c2ccccc12
  -1% | ? | -6% | 21% | -4% | -7% | -4% | 4%
COC(=O)c1cc(C)nc2c1c(=O)nc(SCc1ccccc1F)n2C1CC1
  / | / | 2% | / | 8% | -7% | 3% | -1%
OCCc1ccc(-c2ccc(Cl)cc2)o1
  -2% | -2% | -4% | / | 4% | -17% | 8% | -3%
CCCOc1ccc(N2C(=O)CC(N3CCN(c4ccccc4OC)CC3)C2=O)cc1 (centres undefined)
  -30% | -10% | -14% | / | 10% | -21% | 5% | 0%
O=C(CNC(=O)c1ccc(Cl)cc1Cl)OCc1nc2ccccc2s1
  -2%[10 µM] | i | -14% | 6% | -1% | ? | 1% | 2%
COc1ccc(O[C@H]2C=C[C@@H](c3ccccc3)O[C@H]2CO/N=C(/C)CCC(=O)OC[C@@H]2O[C@H](C#Cc3ccccc3)C=C[C@@H]2Oc2ccc(C)cc2)cc1
  ? | -1%[11.5 µM] | -7%[11.6 µM] | / | -1%[11.6 µM] | -10%[11.5 µM] | -5%[11.2 µM] | -1%[11.2 µM]
Cc1ccc(NC(=O)CSc2nnc(Cn3c(=O)sc4ccccc43)n2C)cc1
  3% | -2% | -5% | 27% | -5% | -8% | 8% | -5%
CC(=O)c1c(C)n([O-])c2cc(C)ccc2[n+]1=O
  2% | -3% | -9% | 3% | -3% | -5% | 0% | -2%
Cc1csc2ncc(C(=O)NC(C)c3ccccc3)c(=O)n12 (centres undefined)
  14%[10 µM] | i | -5% | -1% | -7% | -10% | 3% | 4%
O=C(Nc1ccc2nn(-c3ccccc3)nc2c1)c1cc2ccccc2o1
  / | / | -19% | / | 3% | ? | -4% | -4%
Cc1nc2ccc(S(=O)(=O)N(C)CC(=O)N3CCc4ccccc4C3)cc2s1
  -8% | -11% | -14% | -3% | -4% | -18% | 10% | 2%
COC(=O)/C(=C1/Oc2cc(C)oc(=O)c2S1)C(F)(F)F
  -80%[inhibitor][10 µM] | 0% | -21% | 8% | ? | 8.9µM* | -2% | -9%
COC(=O)CC/C(=N/Nc1ccc(Cl)c(Cl)c1)C(=O)OC
  2% | -8% | -17% | 23% | -2% | -14% | -1% | 1%
CSc1ccc(Cl)c(C(=O)Nc2ccc(C)cn2)c1
  -66%[inhibitor] | i | -5% | 8% | -3% | -2% | 4% | 2%

Next part, overlapping the part above by 2 compounds.
Under each structure: HTT ATP protect | RECQ1 helicase | Tau fluor counter | L3MBTL1 block | Tau FP inhib | Tau fibril ThT | TRb-SRC2 inh | TR SRC2 fluor cs
COC(=O)CC/C(=N/Nc1ccc(Cl)c(Cl)c1)C(=O)OC
  2% | -8% | -17% | 23% | -2% | -14% | -1% | 1%
CSc1ccc(Cl)c(C(=O)Nc2ccc(C)cn2)c1
  -66%[inhibitor] | i | -5% | 8% | -3% | -2% | 4% | 2%
CS(=O)(=O)c1nc(-c2ccc(Br)cc2)n[nH]1
  -39%[inhibitor] | 0% | -6% | / | 0% | 0% | 1% | -4%
Cc1ccc(C)c2nc3sc(C(=O)O)cc3cc12
  -86%[inhibitor] | 13% | 6% | ? | 0% | 8% | -1% | -1%
O=C(Cc1ccccc1)NNC(=S)NC(=O)c1cccnc1
  7%[10 µM] | -15% | -9% | -1% | -6% | -11% | 7% | -1%
Cc1ccc(C(=O)NCCSc2snnc2C)cc1
  25%[10 µM] | 2% | -13% | 1% | -15% | ? | -5% | -7%
Cc1[nH]nc2nc(SCC(=O)NCC3CCCO3)n(-c3ccc(Br)cc3)c(=N)c12 (centres undefined)
  -19% | -7% | -12% | 1% | -8% | -10% | 5% | -4%
Cc1ccc(C(=O)Nc2nc3ccccc3n3nnnc23)cc1
  -7% | i | -10% | 9% | -3% | -7% | 4% | 1%
CN(C)Cc1nc2c(c(=O)[nH]1)C(C)(C)Cc1ccccc1-2
  8% | -11% | -2% | / | 5% | -8% | -21% | -3%
Cc1ccc(NC(=O)C(C)c2cccc(C(=O)c3ccccc3)c2)cc1 (centres undefined)
  -12% | -21% | ? | -5% | 7% | -21% | 12% | 1%
CCCc1nc(-c2ccccc2O)n(-c2ccccc2)n1
  -2% | -1% | -8% | 12% | -5% | -7% | 4% | -12%
Cc1ccc(O)c(C2=NOC(O)(C(F)(F)F)C2)c1 (centres undefined)
  3% | -6% | -3% | 7% | -6% | 6% | 4% | -2%
Cc1cc(NC(=S)NC(=O)C2CC2)ccc1Br
  -5%[10 µM] | -12% | ? | 0% | 4% | ? | -4% | 2%
CCOc1cc(C(=O)Nc2ccccc2F)cc(Br)c1OCC
  13%[10 µM] | 1% | -17% | 18% | -6% | -7% | 2% | -3%
C/C=C/C=[N+](\[O-])C(C)/C(=N/O)c1ccc(F)cc1 (centres undefined)
  4%[10 µM] | -4% | 4% | -3% | 8% | -3% | -23% | -3%
CCc1cccc2c(C#N)cn(CC(=O)NCCOC)c12
  -2% | i | 2% | 5% | 8% | 2% | -9% | -1%
CNC(=O)c1ccc2c(c1)N(Cc1ccccc1Cl)C(=O)c1ccccc1S2
  / | / | -23% | / | 4% | 3% | -5% | -5%
COc1ccc(NC(=O)CC2SC(=N)N(c3ccccc3)C2=O)c(OC)c1 (centres undefined)
  -28% | -1% | -4% | ? | 1% | 1% | -12% | -3%
Cc1cccc(NC2=C(Cl)C(=O)OC2OC(C)C)c1 (centres undefined)
  -17% | -1% | 4% | / | 6% | 5% | -3% | -1%
O=C1CN(C(=O)COc2ccc(Cl)cc2Cl)C(c2ccccc2)c2cc(F)ccc2N1 (centres undefined)
  / | / | -22% | / | -12% | -10% | 4% | 0%
COc1ccc(OC)c(C2=NO[C@@H]3C(=O)N(c4cc(Cl)ccc4OC)C(=O)[C@H]23)c1
  -4% | i | -13% | / | -10% | -8% | -6% | -3%
CS(=O)(=O)c1cnc(-c2ccccc2)nc1Oc1ccc(Cl)cc1
  12%[10 µM] | -19% | -8% | 2% | -4% | -4% | -5% | -7%
Cc1ccc(OCC(=O)Nc2cccc(OCc3cc(=O)n4ccccc4n3)c2)cc1C
  / | / | -25% | / | ? | ? | -1% | -1%
COc1ccc(CNC(=O)CCc2c(C)nn(-c3ccc(N4CCCC4)nn3)c2C)cc1
  / | / | 3% | / | 1% | -13% | 4% | 2%
CN(C)CCN(Cc1ccco1)C(=O)c1cc2c(s1)-c1ccccc1OC2
  / | / | -9% | / | 2% | -9% | 0% | 5%
Cc1ccc(-c2sc(C(=O)NN)c(C)c2C#N)cc1
  -21%[10 µM] | -6% | -27% | 4% | 1% | -18% | -4% | -2%
Cc1cc(C)c2[nH]c(=O)c(CN(CC3CCCO3)C(=O)c3cnccn3)cc2c1 (centres undefined)
  23%[10 µM] | i | 13% | -9% | 8% | 7% | 4% | -5%
CCS(=O)(=O)Nc1ccccc1C(N)=O
  1%[10 µM] | 24% | -4% | 2% | -5% | -6% | -7% | 0%
O=[N+]([O-])c1cccc(N=Cc2sc3ccccc3c2O)c1
  11% | i | -8% | -16% | 7% | ? | 19% | 10%

Look-ups from the results shown:
O=C1CN(C(=O)COc2ccc(Cl)cc2Cl)C(c2ccccc2)c2cc(F)ccc2N1 (centres undefined) in Tau FP inhib shows -12%
Cc1cc(C)c2[nH]c(=O)c(CN(CC3CCCO3)C(=O)c3cnccn3)cc2c1 (centres undefined) in HTT ATP protect shows 23%[10 µM]

Some of the compounds tested; count on the stated rates, not on these rows.
